# Source: PubChem (National Center for Advancing Translational Sciences (NCATS))
# D3 ag: D3 dopamine receptor (human) agonism; P35462; D3R DiscoveRx beta-arrestin cells, luminescence, 90 min; max activation, %; actives 0.58% (n = 410,000); AID 652048; in the data active = max activation above about 30%; note: 0% is about no effect; mostly tested at two doses, the higher about 12 µM
#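 Agonist mode: compounds and dopamine controls were applied to plated cells for 90 min at 37 degrees C after an overnight attachment at 1500 cells/well. Luminescent read-out followed 30 - 60 minutes at room temperature with DiscoveRx detection reagent.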
# GLP1R cytotox: cytotoxic in the GLP-1 receptor inverse agonist counter-screen. Potency, µM (doses to about 38.3 µM), for inactives: top-dose activity change, negative = inhibition, actives largely listed as inhibitors. AID 624418. HEK293 cAMP-luciferase reporter cells, luminescence, 24 h. actives 0.13% (n = 410,000);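 note: loss of luciferase light is scored as toxicity; potency is the fitted concentration of half-maximal effect; % is set by controls: 0 for no effect and ±100 for the full control effect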
#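 A 23 nL compound transfer followed 12 hours of cell culture at 37 deg C; exposure then lasted 24 hr. Luciferase assay detection reagent was dispensed and plates read for luminescence after a 12 min room-temperature wait.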
# GLP1R ag: activates the human GLP-1 receptor; P43220; HEK293 GLP-1R CRE-luciferase, luminescence, 4-6 h; cells express a hypersensitive GLP-1R form; Potency, µM (top dose mostly 45.6 µM), without a hit: top-dose activation, most hits filed as activators; actives 0.007% (n = 380,000); note: potency is the fitted concentration of half-maximal effect; % of control where 0% means no effect
# Target sequence (P43220 whole entry, looked up): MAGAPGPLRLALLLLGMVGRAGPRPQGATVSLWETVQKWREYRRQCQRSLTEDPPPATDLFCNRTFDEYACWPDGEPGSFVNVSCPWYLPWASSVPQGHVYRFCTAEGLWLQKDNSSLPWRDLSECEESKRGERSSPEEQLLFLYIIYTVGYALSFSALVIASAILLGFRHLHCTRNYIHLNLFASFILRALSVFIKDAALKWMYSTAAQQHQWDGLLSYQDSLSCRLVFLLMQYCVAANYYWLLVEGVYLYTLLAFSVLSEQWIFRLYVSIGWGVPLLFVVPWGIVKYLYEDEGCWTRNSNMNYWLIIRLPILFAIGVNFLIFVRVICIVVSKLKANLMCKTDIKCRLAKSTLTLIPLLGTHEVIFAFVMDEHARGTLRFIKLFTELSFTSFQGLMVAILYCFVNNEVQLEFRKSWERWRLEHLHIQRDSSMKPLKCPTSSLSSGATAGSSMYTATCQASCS
# aSyn yeast inh: inhibitors of alpha-synuclein toxicity in yeast | Yeast expressing alpha-synuclein, growth rescue, BacTiter-Glo, 24 h | Potency, µM (highest dose often 46.1 µM), inactives show at the highest dose growth rescue (activation), usual class: activators | actives 0.14% (n = 370,000); note: potency is the fitted concentration of half-maximal effect; % of control where 0% means no effect; nearly all actives have a fitted effect of over 65% in size
#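 Screening used galactose-induced yeast with toxic alpha-synuclein levels, exposed to compound for 24 hr at 30 deg C. Cell growth, read with BacTiter-Glo luminescence, gave the measured signal.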
# KB-V1 cytotox: KB-V1 MDR subline cytotoxicity; KB-V1 MDR cells viability, CellTiter-Glo, 72 h; Potency, µM (titrated, usually from 46.1 µM), without a hit: top-dose activity change, negative = cytotoxicity, hits mostly cytotoxic; actives 3.4% (n = 400,000); AID 1347076; note: potency is the fitted concentration of half-maximal effect; % is set by controls: 0 for no effect and ±100 for the full control effect; nearly all actives have a fitted effect of over 60% in size
#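 Cytotoxicity via CellTiter-Glo luminescence after 72 h compound exposure at 37 degrees C. Cells: drug-selected KB-V1 line, DMEM phenol-red free plus 10% FBS. Compounds tested at multiple concentrations; normalized data fitted to concentration-effect curves.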
# TDP43 rescue: TDP-43 toxicity inhibition in yeast; TDP-43 expressing yeast growth rescue, BacTiter-Glo, 24 h; Potency, µM (highest dose often 46.1 µM), for the others: at the top dose growth rescue (activation), most hits filed as activators; AID 652104; actives 1.8% (n = 410,000); note: potency is the fitted concentration of half-maximal effect; % of control where 0% means no effect; nearly all actives have a fitted effect of over 50% in size
#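 Yeast cells expressing TDP-43 under galactose induction are exposed to compounds for 24 hr at 30 deg C. BacTiter-Glo luminescence measures growth, so protective compounds score as activators.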
# PTHR1 ag: agonists of human PTHR1 parathyroid hormone receptor | Q03431 | HEK293 GP2 PTHR1 cells, GloSensor cAMP luminescence, 1 h | Potency, µM (titrated, usually from 115 µM), for inactives: at the top dose activation, most hits filed as activators | actives 0.075% (n = 410,000); note: potency is the fitted concentration of half-maximal effect; nearly all actives have a fitted effect of over 55% in size; some results filed as inactive show a strong effect at the top dose; inactives centre near -15; many of its hits are not listed in these tables
# Target sequence (Q03431 whole entry, looked up): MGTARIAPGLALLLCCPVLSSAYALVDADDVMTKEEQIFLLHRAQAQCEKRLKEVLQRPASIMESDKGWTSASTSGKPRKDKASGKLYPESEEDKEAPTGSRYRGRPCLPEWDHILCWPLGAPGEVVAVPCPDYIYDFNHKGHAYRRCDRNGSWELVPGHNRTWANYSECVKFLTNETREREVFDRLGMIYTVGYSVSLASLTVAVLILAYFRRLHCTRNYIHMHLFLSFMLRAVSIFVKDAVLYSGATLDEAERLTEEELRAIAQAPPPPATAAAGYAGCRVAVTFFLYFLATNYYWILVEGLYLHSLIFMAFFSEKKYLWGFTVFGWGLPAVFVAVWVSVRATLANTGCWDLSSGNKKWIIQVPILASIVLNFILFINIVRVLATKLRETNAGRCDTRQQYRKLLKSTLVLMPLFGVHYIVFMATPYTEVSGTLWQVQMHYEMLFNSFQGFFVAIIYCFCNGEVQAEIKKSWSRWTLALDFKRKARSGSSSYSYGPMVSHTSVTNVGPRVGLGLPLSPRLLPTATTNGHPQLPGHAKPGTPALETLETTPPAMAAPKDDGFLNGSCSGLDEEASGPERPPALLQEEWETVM
#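 HEK-293-derived GP2 cells expressing PTHR1 and a GloSensor cAMP reporter, 3,000/well, plated overnight, given luciferin plus IBMX (each 0.5 mM as added) for 1 h at 37 °C, then compound for 1 h at 37 °C. Luminescence was read after 15 min at room temperature.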
# D3 antag: D3 dopamine receptor (human) antagonism; actives 2.5% (n = 360,000); D3R cells, DiscoveRx beta-arrestin luminescence, antagonist mode; active compounds read low; P35462; AID 652054; max response, negative = inhibition, %; in the data active = max response below about -50%; inconclusive = no clear call, values can overlap the other calls; note: % is set by controls: 0 for no effect and ±100 for the full control effect; mostly tested at two doses, the higher about 12 µM
#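 Cells expressing the human receptor were seeded at 1500 cells/well, incubated overnight at 37 degrees C in 5% CO2, then exposed to library compounds with dopamine controls for 90 minutes at 37 degrees C before luminescent detection.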
# GLP1R inv ag: inverse agonists of human GLP-1 receptor. actives 1.6% (n = 410,000). AID 624417. Potency, µM (series often up to 38.3 µM), for inactives: at the highest dose activity change, negative = inhibition, hits mostly inhibitors. HEK293 GLP-1R CRE-luciferase, luminescence, 24 h; GLP-1R form is constitutively active; note: potency is the fitted concentration of half-maximal effect; % is set by controls: 0 for no effect and ±100 for the full control effect; nearly all actives have a fitted effect of over 55% in size
#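 Assay principle: reduced luminescence from a cAMP-responsive reporter in HEK293 cells co-expressing a constitutively active GLP-1R. Conditions: 24 hr compound incubation, 37 deg C, 5% CO2.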
# The depositor's hits bear a star; i = inactive; ? = inconclusive; . = no result given; & = joins results of further samples; [ ] = another dose, or the depositor's remark. Unless noted, calls come from the whole dose curve; as a rule, active = well fitted curve in the direction sought with a large enough effect; inconclusive = small, poorly fitted or top-dose-only effect, or another doubt; inactive = no such curve, though single readings can be large; an effect the other way counts as inactive or inconclusive. Only part of the results is shown (hit frequency here may not be typical).
SMILES,D3 ag,GLP1R cytotox,GLP1R ag,aSyn yeast inh,KB-V1 cytotox,TDP43 rescue,PTHR1 ag,D3 antag,GLP1R inv ag
COc1cccc(N(CC(=O)NCc2ccco2)C(=O)CCC(=O)Nc2nccs2)c1,2,0%,3%,0%,-1%,-19%,-25%,-15,12%
CC1=C(c2ccc(C)c(C)c2)S(=O)(=O)N=C1N1CCC(C(=O)NCCc2ccco2)CC1,8,-10%,.,.,13%,20%,-33%[inhibitor],.,-7%
COc1ccccc1C(=O)NC(=Nc1nc2ccccc2o1)NC(=O)c1ccccc1OC,-6,-3%,18%,-1%,10%,-1%,-5%,2,9%
CCC(=O)NC(=S)Nc1ccccc1OC,-8,3%,5%,-20%,-4%,3%,?,-20,10%
Cc1cc(Br)ccc1NC(=O)c1cc2c(s1)-c1ccccc1SC2,-7,-7%,.,.,.,13%,i,.,10µM*
CCCSCCCNC(=O)c1ccc(C)c(NC(=O)c2nsc3ccccc23)c1,-4,-3%,.,.,9%,8%,i,.,11%
Cc1ccc(S(=O)(=O)Nc2ccc3nc(N)sc3c2)cc1,16,2%,6%,-1%,21µM*,7%,-1%[57.5 µM],20,-4%
COCCSc1nnc(NS(=O)(=O)c2ccc(C)cc2)s1,-5,12%[7.66 µM],0%,7%,18%,-18%[9.22 µM],1%,0,-11%[7.66 µM]
Cc1ccc(NS(=O)(=O)c2c(C(=O)N3CCCCCC3)c(C)n(C)c2C)c(C)c1,-5,6%,3%,-8%,-5%,-8%,-16%,-2,5%
C[C@H]1CN([C@@H](C)CO)S(=O)(=O)c2ccc(-c3ccc(C#N)cc3)cc2O[C@H]1CN(C)C(=O)CN(C)C,5,4%,-4%,-4%,14%,?,-16%,16,21%
O=c1oc2cc(O)ccc2cc1-c1nnc(Nc2ccccc2F)s1,12,151%[activator],.,.,.,?,-38%[inhibitor],.,26%
CCN1C(=C(C#N)C#N)C=Cc2ccccc21,1,2%,8%,1%,?,9%,-13%,1,9%
O=C1OCCC1=Cc1ccccc1,2,-6%,3%,2%,13%,-1%,i,6,20%
CC(=O)NC(Cc1ccccc1)C(=O)NC1CCN(C(=O)c2cnccn2)CC1 (stereo not drawn),12,-3%,0%,-16%,14%,-16%,i,21,31%[activator]
COC(=O)c1ccc(COc2ccccc2/C=C(\C#N)C(=O)NC(C)C)cc1,1,-7%,9%,-1%,?,0%,-15%,-21,6%
COc1ccc(CSc2nnc(SCc3ccc([N+](=O)[O-])cc3)s2)cc1,4,7%,9%,0%,3%,3%,-10%,-10,7%
CC(C)(C)SCCNC(=O)/C=C/c1ccc([N+](=O)[O-])cc1,-2,-14%,1%,12%,7%,?,-9%,-7,-15%
Fc1ccccc1/C=N/N1CCN(Cc2ccccc2Cl)CC1,-6,-3%,8%,-3%,-2%,-29%,-25%,?,?
CCOC(=O)Nc1ccc(S(=O)(=O)NCCCN2CCOCC2)cc1,0,0%,0%,-3%,2%,-16%,i,6,5%
C=CCn1c(OCc2ccccc2)n[nH]c1=S,10,?,12%,-11%,7%,5%,i,-18,12%
Cc1nc2c(C(=O)NCCC(C)C)c[nH]n2c(=O)c1Cl,3,-14%,0%,-7%,3%,5%,-30%,58,-6%
CCOC(=O)c1sc(NC(=O)CN2C(=O)c3cccc4cccc(c34)C2=O)nc1C,-6,9%,0%,0%,-5%,-11%,i,-2,41%[activator]
CCNC(=O)c1cc2c(c(-c3cccc(-c4cccnc4)c3)n1)[C@H](CCO)N(S(C)(=O)=O)C2,-5,-36%,28%,-1%,?,18%,4%,-14,?
COc1nc2c(c(-c3cc(Br)cs3)c1C#N)Cc1ccccc1-2,-6,3%,-7%,1%,1%,10%,-10%,5,-6%
O=C(O)/C=C/C(=O)Nc1ccc(OC(F)(F)F)cc1,3,-11%,0%,0%,?,?,0%,-7,-2%
# Next part
SMILES,D3 ag,GLP1R cytotox,GLP1R ag,aSyn yeast inh,KB-V1 cytotox,TDP43 rescue,PTHR1 ag,D3 antag,GLP1R inv ag
CCCCN(CC)C(=O)c1ccc(Cl)c(Cl)c1,-5,13%,14%,2%,-4%,21%,-25%[57.5 µM],13,?
O=C(NCc1cn(-c2ccccc2)nc1-c1ccccc1)c1cccc([N+](=O)[O-])c1,-2,1%,14%,5%,-11%,20%,i,-11,?
COc1ccc(NC(=O)C2=CC(c3ccco3)=NS(=O)(=O)N2C)cc1OC,4&7,-26%&2%,10%,-1%,2%&27%,4%&-1%,-26%&-22%,19,16%&11%
COc1ccc(C(=O)CSc2ccccc2C(=O)O)cc1,1,6%,-2%,5%,?,4%,-26%,3,?
COc1cc2cc(/C=C/C(=O)c3ccco3)c(Cl)nc2cc1OC,-6,-9%,1%,14%,?,0%,-48%[inhibitor],?,0%
CCn1nnnc1SCC(=O)N1CCCCC1,1,3%,8%,-6%,0%,-1%,i,-14,24%
O=C(/C=C/c1cccs1)c1ccco1,-17,-1%,0%,-27%,-8%,.,-33%[inhibitor],-23,22%
CCOC(=O)C1CCCN(C(=O)c2ccccc2SCCOC)C1 (stereo not drawn),6,-7%,-1%,2%,9%,0%,i,9,0%
CS(=O)(=O)N(CC(=O)Nc1ccccc1Sc1ccccc1)c1ccc(F)cc1,-11,8%,-9%,8%,?,-11%,-15%[57.5 µM],2,?
COc1ccc(C(N)c2csc(Nc3ccc(S(C)(=O)=O)cc3)n2)cc1 (stereo not drawn),-10,?,-1%,-6%,-8%,-3%,-16%,-11,-25%
CN(C)CCNC(=O)Nc1cccc(Cl)c1Cl,-12,6%,-15%,-6%,-3%,3%,-5%[57.5 µM],-70*,?
COc1ccc(Cl)cc1N(C)C(=O)CCc1nc(-c2ccc(C)cc2)no1,1,14%,8%,-1%,?,28%,-14%,-15,?
Cc1cccc(OC(=O)CN2C(=O)C3C4CCC(C4)C3C2=O)c1C (stereo not drawn),3,6%,-4%,7%,6%,3%,-2%[57.5 µM],-8,-8%
C/C(=N/N1CCN(Cc2cccc3ccccc23)CC1)c1cccnc1,6,-2%,15%,-2%,-26%,1%,i,8,?
O=C(Nc1cccc(-n2cccn2)c1)C1CCCN(Cc2cccc(F)c2F)C1 (stereo not drawn),-15,?,-5%,0%,?,-16%,-72%[inhibitor],?,?
Cc1ccc(C(=O)N(CN2CCCC2=O)c2ccc(F)cc2)cc1C,-3,-6%,-5%,17%,18µM*,4%,i,23,-8%
CCCCc1cc2c(cn1)=C(OC(=O)c1cnc3ccccc3n1)C(C)(OC(=O)CC)C(=O)C=2 (stereo not drawn),3,1%,-4%,-2%,0%,3%,i,11,6%
O=C(CS(=O)(=O)c1c[nH]c2ccccc12)Nc1ccc2c(c1)OCCO2,-1,-5%,0%,-2%,-9%,-17%,-54%[inhibitor][57.5 µM],-7,31%[activator]
Cc1ccc(C(=O)C2CCN(CC(=O)NC3CCCCC3)CC2)cc1,0,-9%,6%,3%,13µM*,-14%,28%[57.5 µM],0,0%
CC(=O)Nc1cccc(-c2ccnc3c2CC(C)(C(=O)NCc2cccs2)O3)c1 (stereo not drawn),-12,-26%,18%,1%,-13%,26%,i,0,?
NCCCNCCCCNCCCN,11,2%,5%,7%&0%,5%,9%,-11%,15,13%
COc1ccc(O)c(-c2cn[nH]c2-c2cccs2)c1,-5,-21%,4%,-8%,-17%,-8%,-3%,-1,-25%

# Exported with bars between the fields: entries from further up
Structure | D3 ag | GLP1R cytotox | GLP1R ag | aSyn yeast inh | KB-V1 cytotox | TDP43 rescue | PTHR1 ag | D3 antag | GLP1R inv ag
C[C@H]1CN([C@@H](C)CO)S(=O)(=O)c2ccc(-c3ccc(C#N)cc3)cc2O[C@H]1CN(C)C(=O)CN(C)C | 5 | 4% | -4% | -4% | 14% | ? | -16% | 16 | 21%
O=c1oc2cc(O)ccc2cc1-c1nnc(Nc2ccccc2F)s1 | 12 | 151%[activator] | . | . | . | ? | -38%[inhibitor] | . | 26%
CCN1C(=C(C#N)C#N)C=Cc2ccccc21 | 1 | 2% | 8% | 1% | ? | 9% | -13% | 1 | 9%
O=C1OCCC1=Cc1ccccc1 | 2 | -6% | 3% | 2% | 13% | -1% | i | 6 | 20%
CC(=O)NC(Cc1ccccc1)C(=O)NC1CCN(C(=O)c2cnccn2)CC1 (stereo not drawn) | 12 | -3% | 0% | -16% | 14% | -16% | i | 21 | 31%[activator]
COC(=O)c1ccc(COc2ccccc2/C=C(\C#N)C(=O)NC(C)C)cc1 | 1 | -7% | 9% | -1% | ? | 0% | -15% | -21 | 6%
COc1ccc(CSc2nnc(SCc3ccc([N+](=O)[O-])cc3)s2)cc1 | 4 | 7% | 9% | 0% | 3% | 3% | -10% | -10 | 7%
CC(C)(C)SCCNC(=O)/C=C/c1ccc([N+](=O)[O-])cc1 | -2 | -14% | 1% | 12% | 7% | ? | -9% | -7 | -15%
Fc1ccccc1/C=N/N1CCN(Cc2ccccc2Cl)CC1 | -6 | -3% | 8% | -3% | -2% | -29% | -25% | ? | ?
CCOC(=O)Nc1ccc(S(=O)(=O)NCCCN2CCOCC2)cc1 | 0 | 0% | 0% | -3% | 2% | -16% | i | 6 | 5%
